Menin-MLL TR inh – inhibitors of human menin-MLL interaction, mutant MLL peptide; O00255; Menin + Texas Red MLL mutant peptide, fluorescence polarization; 270,000 tested, 0.23% active; Potency, µM (top dose mostly 61.6 µM), for inactives: at the highest dose FP activity change, negative = inhibition, hits mostly inhibitors; active means well fitted inhibition curve with a large enough effect in the polarisation, with a control signal flat, not every such curve was filed as active; inconclusive means small, poorly fitted or top-dose-only effect, or effect the other way, or a change in a side signal; inactive means no such curve, though single readings can be large or run the other way; the % refers to the polarisation; further: potency means the concentration at half of the fitted maximal effect; % of control where 0% means no effect; many of its hits are not listed in these tables
Target sequence (O00255 whole entry, looked up): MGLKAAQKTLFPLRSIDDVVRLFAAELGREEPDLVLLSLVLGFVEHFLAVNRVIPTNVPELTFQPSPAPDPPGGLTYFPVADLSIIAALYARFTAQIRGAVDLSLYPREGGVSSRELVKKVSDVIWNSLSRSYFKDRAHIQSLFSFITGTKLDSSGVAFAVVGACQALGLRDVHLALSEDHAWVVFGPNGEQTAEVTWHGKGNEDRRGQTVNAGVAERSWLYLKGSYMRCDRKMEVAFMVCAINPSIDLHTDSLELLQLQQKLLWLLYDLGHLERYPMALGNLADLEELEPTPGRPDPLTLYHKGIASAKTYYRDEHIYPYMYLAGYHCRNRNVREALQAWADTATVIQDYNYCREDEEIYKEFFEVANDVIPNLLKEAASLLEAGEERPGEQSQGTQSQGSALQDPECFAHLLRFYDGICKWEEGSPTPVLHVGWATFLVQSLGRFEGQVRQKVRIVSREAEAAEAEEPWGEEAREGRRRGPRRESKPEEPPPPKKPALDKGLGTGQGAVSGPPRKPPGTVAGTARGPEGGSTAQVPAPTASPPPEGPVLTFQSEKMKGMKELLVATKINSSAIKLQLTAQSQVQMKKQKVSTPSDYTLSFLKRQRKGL
Chronic BCR inh – inhibitors of chronic active B-cell receptor signaling; 340,000 tested, 0.05% active; ABC-DLBCL IkBa-CBG/CBR reporter, luminescence ratio, 4 h; Potency, µM (doses to about 46.1 µM), for inactives: top-dose ratio change, negative = lower green/red ratio, usual class: inhibitors; active means well fitted inhibition curve with a large enough effect in the signal ratio, with a control signal flat, not every such curve was filed as active; inconclusive means small, poorly fitted or top-dose-only effect, or effect the other way, or a change in a side signal; the % refers to the signal ratio;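 further: potency means the concentration at half of the fitted maximal effect; plate controls were basal doxycycline-induced cells for no effect and cells given 10 µM MG132 for full effect; MG132 reads +100%, hits lower the ratio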
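TMD8 ABC-DLBCL cells carrying doxycycline-inducible green luciferase fused to IkappaBalpha plus unfused red luciferase were exposed to compounds (up to 46 uM) for 4 hrs at 37C. Activity came from the overlap-corrected green/red luminescence ratio.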
Giardia kill – Giardia lamblia killing; Giardia lamblia trophozoite viability; activity change, % at 7.66 µM, hits read low; 340,000 tested, 0.15% active; AID 540267; in the data active means activity change below about -80%; inconclusive means between about -30% and that limit;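 further: parasites exposed to compound for two days anaerobically before the ATP read; on the % scale 0 is the no-effect control and ±100 the full control effect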
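Luminescent ATP signal served as the viability read-out, measured 15-30 min after adding ATP detection reagent to trophozoites that had been incubated with compounds for 48 hrs at 37 deg C anaerobically at 100 cells/well.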
Integrin act MD – activates integrin-mediated alleviation for muscular dystrophy. AID 624291. alpha7betagal myoblasts, beta-gal FDG fluorescence, 48 h. Potency, µM (titrated, usually from 38.3 µM), inactives show top-dose activation, actives largely listed as activators. 350,000 tested, 0.064% active;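 further: potency means the concentration at half of the fitted maximal effect; 100% = response of the positive control SU9516; nearly all actives have a fitted effect of over 60% in size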
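alpha7betagal+/- myoblasts (passage 13, 250/well) treated 48 h at 37C with compounds at 1:260 dilution of DMSO stock. Lysed, then beta-galactosidase activity read as FDG fluorescence (ex 480/em 540) after 30 min, with pre-read for autofluorescence.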
GALK inh – inhibitors of human galactokinase | 270,000 tested, 0.007% active | Potency, µM (series often up to 57.5 µM), for inactives: top-dose activity change, negative = inhibition, usual class: inhibitors | Purified GALK, Kinase-Glo residual ATP luminescence | P51570; further: potency means the concentration at half of the fitted maximal effect; on the % scale 0 is the no-effect control and ±100 the full control effect
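GALK at 5 nM final was combined with compound, 35 uM ATP and 100 uM galactose in HEPES pH8.0 with MgCl2 and DTT. The reaction ran one hour at room temperature before luminescent ATP detection.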
Tb PFK inh – T. brucei PFK enzyme inhibition. O15648. T. brucei PFK, ADP-Glo luminescence. Potency, µM (doses to about 57.5 µM), for inactives: at the highest dose activity, negative = inhibition, actives largely listed as inhibitors. 330,000 tested, 0.17% active. AID 485367;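 further: potency means the concentration at half of the fitted maximal effect; 0% = uninhibited 1x PFK enzyme wells and -100% = no-enzyme wells; nearly all actives have a fitted effect of over 60% in size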
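PFK 1.25 nM, F6P 0.5 mM, ATP 0.1 mM, 0.1 M TEA pH 8.0, 5 mM MgCl2, 0.01% Tween20, 0.1% BSA; 45 min RT. ADP-Glo readout. qHTS titration up to 57 uM; curves fitted, compounds curve-classed.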
TSG101-PTAP inh – blocks PTAP/TSG101 interaction to inhibit HIV-1 budding. Fluorescence polarization, FITC-PTAP peptide / Tsg101 binding. Potency, µM (doses to about 115 µM), for the others: at the highest dose activity change, negative = inhibition, actives largely listed as inhibitors. 340,000 tested, under 10 active. AID 493005; active means well fitted inhibition curve with a large enough effect in the main read-out, with a control signal flat, not every such curve was filed as active; inconclusive means small, poorly fitted or top-dose-only effect, or effect the other way, or a change in a side signal; inactive means no such curve, though single readings can be large or run the other way; further: potency means the concentration at half of the fitted maximal effect; % of control where 0% means no effect
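Compounds were pin-transferred onto Tsg101 binding domain (10 uM final) in HEPES pH 7.5 buffer, then FITC-PTAP peptide was added at 50 nM final. After 20 min at RT, polarization reported peptide displacement across a qHTS concentration series.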
Coupling enz – inhibits coupling enzyme system, counter-screen for aldolase hits. coupling enzyme system counterscreen, AmpLite Red fluorescence. activity change, negative = inhibition, % at 58.2 µM, hits read low. 290,000 tested, 0.67% active; in the data active means activity change below about -30%; further: on the % scale 0 is the no-effect control and ±100 the full control effect
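Compounds tested against the coupling enzymes alone at 57.5 uM final; readout was AmpLite Red fluorescence (525/598 nm) after 20 min at RT.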
PKM2 activator – PKM2 (human) enzyme activation. P14618. purified PKM2, Kinase-Glo ATP luminescence, activation; response scale: 0% is enzyme alone, no compound. Potency, µM (series often up to 57.5 µM), inactives show at the highest dose activation, actives largely listed as activators. 260,000 tested, 0.34% active. AID 1631; further: potency means the concentration at half of the fitted maximal effect; on the % scale 0 is the no-effect control and ±100 the full control effect; nearly all actives have a fitted effect of over 55% in size
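Kinase-Glo luminescence reports ATP generated from ADP (0.1 mM) and PEP (0.5 mM) by purified hPK-M2 after 1 h at room temperature, pH 7.2 imidazole buffer; intermediate enzyme activity allows detecting inhibitors and activators.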
S-ASM inh – inhibitors of human secretory acid sphingomyelinase; P17405; placental ASM, HMU-PC fluorogenic substrate, 60 min; Potency, µM (series often up to 57.5 µM), without a hit: at the top dose activity change, negative = inhibition, usual class: inhibitors; 340,000 tested, 0.006% active; AID 504937; further: potency means the concentration at half of the fitted maximal effect
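Human placenta-derived ASM preincubated with compound 10 min at room temperature, then reacted with 9 uM (final) fluorogenic HMU-PC substrate for 60 min at 37 C. Stop solution raises pH to 10; fluorescence read at Ex 386/Em 447 nm.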
B2AR arrestin – agonists driving beta-arrestin recruitment to human beta2-adrenergic receptor; beta-arrestin recruitment to beta2AR, cell-based reporter; Potency, µM (series often up to 46.1 µM), without a hit: top-dose activation, hits mostly activators; 330,000 tested, 0.02% active; AID 492947;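 further: potency means the concentration at half of the fitted maximal effect; 0% = DMSO controls and full agonism = EC100 isoproterenol or metaproterenol; nearly all actives have a fitted effect of over 65% in size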
Target sequence (P07550 whole entry, looked up): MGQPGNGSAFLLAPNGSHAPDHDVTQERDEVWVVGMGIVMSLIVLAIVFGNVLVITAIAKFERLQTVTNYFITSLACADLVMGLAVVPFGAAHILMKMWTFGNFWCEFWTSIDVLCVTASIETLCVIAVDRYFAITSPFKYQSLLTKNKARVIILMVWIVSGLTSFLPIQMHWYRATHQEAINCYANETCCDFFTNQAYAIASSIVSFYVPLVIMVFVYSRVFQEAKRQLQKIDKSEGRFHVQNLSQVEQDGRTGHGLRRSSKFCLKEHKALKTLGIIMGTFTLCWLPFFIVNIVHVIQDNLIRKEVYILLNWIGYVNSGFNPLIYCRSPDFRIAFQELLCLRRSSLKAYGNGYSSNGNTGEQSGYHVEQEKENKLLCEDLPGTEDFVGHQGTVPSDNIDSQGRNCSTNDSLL
Numbers without * were called inactive; ? = inconclusive; · = no result given; [ ] = remark or other dose. Unless noted, the call rests on the fitted dose curve; in most records, active means well fitted curve in the direction sought with a large enough effect; inconclusive means small, poorly fitted or top-dose-only effect, or another doubt; inactive means no such curve, though single readings can be large; an effect the other way counts as inactive or inconclusive.

SMILES | Menin-MLL TR inh | Chronic BCR inh | Giardia kill | Integrin act MD | GALK inh | Tb PFK inh | TSG101-PTAP inh | Coupling enz | PKM2 activator | S-ASM inh | B2AR arrestin
COc1cccc(OC)c1-c1nn2c(-c3cc(-c4ccccc4)n[nH]3)nnc2s1 | 8.8% | 1.3% | 5.6 | -16.1% | -5.1% | ? | ? | -0.5 | -1.0% | -1.0% | -0.1%
COc1cc(C2C(C(N)=O)=C(C)Nc3nc(CCCO)nn32)cc(OC)c1OC (stereo not given) | 6.2% | 2.8% | 9.8 | 2.8% | 1.3% | -1.9% | -1.6% | 2.1 | -11.6% | 1.3% | 0.3%
O=C(CSc1ccc(-c2ccc(F)cc2)nn1)NC1CCCCC1 | -14.3% | -2.4% | -3.0 | -13.1% | -1.1% | 1.6% | -11.0% | -1.3 | -5.5% | 13.9% | 0.3%
CC(=O)Nc1cccc(NS(=O)(=O)c2cn(C)c(=O)n(C)c2=O)c1 | -16.9% | ? | 11.6 | -13.6% | · | 2.4% | 0.6% | 1.4 | 7.7% | 6.0% | 0.2%
CC(C)(C)CC(C)(C)NC(=S)Nc1ccc2nc(-c3ccccn3)c(-c3ccccn3)nc2c1 | 10.1% | -10.7% | 2.6 | -16.9% | -1.3% | -0.6% | 2.9% | -55.6* | 26.0% | 123.1%[activator] | 0.3%
COc1cccc(C(=O)NC2CC(C)(C)Cc3c2cnn3-c2cccc(F)c2)c1OC (stereo not given) | -18.3% | 7.7% | -4.3 | 0.0% | -1.2% | 0.3% | -1.0% | 0.0 | 1.8% | 3.6% | -1.1%
COc1ccc(NC(=S)Nc2cc(C)ccn2)c(OC)c1 | -23.8% | -3.3% | -25.5 | 13.7% | -2.1% | 0.1% | -3.2% | 0.2 | 0.6% | 1.4% | 8.0%
Cc1ccc(S(=O)(=O)N(C)C[C@H]2Oc3ccc(NC(=O)C4CCCCC4)cc3C(=O)N([C@H](C)CO)C[C@H]2C)cc1 | · | 0.8% | -11.5 | -35.7% | · | 0.2% | 1.8% | · | · | -10.8% | 6.2%
COc1cc(C2c3sc(=O)[nH]c3SC3C(=O)N(c4ccc(C)cc4)C(=O)C32)ccc1O (stereo not given) | · | ? | 4.9 | 0.0% | -2.1% | 0.7% | -6.5% | 3.7 | 4.4% | 4.4% | 0.5%
COc1ccc(-n2ncc3c(=O)n(CC(=O)N(C(C)C)C(C)C)cnc32)cc1 | -2.0% | 1.4% | 10.5 | -17.0% | 2.2% | 0.8% | -5.0% | -1.0 | 1.6% | 1.0% | 0.5%
CCCCN(C(=O)c1ccc(NC(=O)C(C)C)cc1)c1ccccc1 | -9.4% | 0.3% | 28.0 | -12.4% | -2.8% | 1.0% | -4.2% | 4.6 | -0.2% | -2.6% | -0.1%
O=C(NNC(=O)c1ccccc1-n1cccc1)c1ccc(Cl)nc1 | · | -1.8% | -21.5 | 38.5% | · | -4.8% | -1.2% | · | · | -3.1% | 0.0%
O=C(NC(Cc1ccccc1)C(=O)O)/C(=C\c1ccco1)NC(=O)c1ccc(Br)cc1 (stereo not given) | -3.9% | -3.9% | -5.6 | 2.6% | 2.3% | 11.4% | 0.8% | 1.2 | -0.6% | 3.2% | -0.3%
Cc1cc(=O)[nH]c(N=N/C(=N/Nc2ccccc2C)c2ccccc2)n1 | 4.1% | ? | -23.3 | -2.3% | 4.7% | 0.1% | 0.0% | -1.3 | 2.3% | -0.6% | -0.5%
CCOC(=O)C1CCN(C(=O)c2ccccc2N(C)S(=O)(=O)c2ccccc2)CC1 | 0.3% | 3.1% | -1.4 | -4.5% | 1.8% | 2.9% | -1.6% | 2.2 | 3.9% | -1.2% | -1.2%
CC(=O)Nc1ccc(CC(=O)NCCC(c2ccccc2)c2ccccc2)cc1 | 1.8% | -13.2% | -18.9 | -13.9% | -0.3% | 3.0% | -2.6% | 0.0 | -2.0% | 0.2% | 2.5%
Cc1ccc(OCc2cc(C(=O)N3CCC(c4ccccc4Cl)C3)no2)cc1C (stereo not given) | 5.6% | -0.2% | -14.8 | 3.3% | 2.0% | -1.6% | -4.4% | 9.6 | · | -6.4% | 0.3%
CN(CC(=O)Nc1ccc(Cl)cc1)CC(=O)Nc1cccc(Br)c1 | 44.2%[activator] | ? | 14.9 | -26.0% | -2.2% | 0.4% | 0.9% | -2.1 | -2.9% | -7.7% | -0.1%
CCOC(=O)c1cnc2c(ccc3ccccc32)c1NCCO | -0.9% | 10.4% | 2.2 | -1.4% | -3.6% | 1.8% | -3.2% | -8.4 | 0.5% | 324.4%[activator] | 3.5%
COc1ccc(C(=O)Oc2cc(N)n(S(=O)(=O)c3ccc(C)cc3)n2)cc1 | 11.4% | -1.0% | -3.3 | 5.4% | -2.0% | 6.6% | -1.3% | -0.1 | -0.5% | -5.1% | -0.5%
C/C(=C\C(=O)c1ccc(F)cc1)NCc1ccc2c(c1)OCO2 | 19.9% | ? | -7.2 | 29.6% | 0.0% | 5.8% | -1.8% | 2.8 | -0.9% | -1.5% | 0.5%
CC(=O)Nc1ccc(S(=O)(=O)N/N=C/c2cccnc2)cc1 | -12.1% | -1.3% | 0.0 | 18.0% | 3.6% | -10.0% | 0.8% | 0.9 | -0.4% | 6.2% | -0.9%
Cc1ccc(Nc2nc(-c3sc(NC(=O)c4ccccc4)nc3C)cs2)cc1 | ? | ? | 32.0[activator] | -2.4% | -1.0% | -10.3% | 1.6% | -3.2 | -13.3% | 5.9% | 0.2%
COCCN1C(=O)c2ccccc2C(C(=O)NCCCN2CCCC2)C1c1c[nH]c2ccccc12 (stereo not given) | -9.0% | ? | 12.8 | 12.0% | 1.0% | 1.1% | -0.9% | 1.2 | 2.5% | -3.2% | 2.0%
CC(C)(C)n1nc2c(c1NC(=O)c1ccc(C(F)(F)F)cc1)CS(=O)(=O)C2 | · | 0.0% | -7.9 | 8.5% | 5.0% | -11.9% | -1.2% | · | -2.4% | 1.3% | 0.0%
Cc1ccc(S(=O)(=O)N(C)CC(=O)N(CC(C)C)C2CCS(=O)(=O)C2)cc1 (stereo not given) | · | -2.7% | -1.6 | 2.3% | · | -4.1% | -3.8% | · | · | 9.2% | 0.0%
CCc1ccccc1NC(=O)CN(C)C(=O)Cn1cnc2ccc(Cl)cc2c1=O | · | 0.7% | -5.4 | 0.8% | · | -0.2% | -2.8% | · | · | 1.0% | -0.1%
CC1CCCN(C(=O)COC(=O)COc2ccc(C#N)cc2)C1 (stereo not given) | · | ? | -27.7 | 34.3% | · | -0.7% | 4.8% | · | · | 3.4% | -0.3%
CCc1cc(C(=O)OC)c(NC(=O)CSc2nccn2C)s1 | · | 0.1% | 16.1 | -4.3% | -0.4% | -1.6% | -1.0% | · | -4.9% | · | -0.1%
CCC(=O)Nc1ccc(C(=O)OCc2ccccc2Cl)cc1 | 8.1% | -17.5% | 9.7 | -33.9% | -3.2% | 0.8% | 0.6% | 7.5 | -0.8% | -14.8% | 0.1%
Cc1ccc(C)c(OCc2cc(C(=O)N3CCN(c4ccccc4C)CC3C)no2)c1 (stereo not given) | ? | 2.5% | 1.8 | -23.4% | -4.4% | -9.7% | 0.2% | -2.9 | -1.9% | -2.1% | -0.1%

Looked up one by one from the entries so far:
SMILES | Menin-MLL TR inh | Chronic BCR inh | Giardia kill | Integrin act MD | GALK inh | Tb PFK inh | TSG101-PTAP inh | Coupling enz | PKM2 activator | S-ASM inh | B2AR arrestin
CC1CCCN(C(=O)COC(=O)COc2ccc(C#N)cc2)C1 (stereo not given) | · | ? | -27.7 | 34.3% | · | -0.7% | 4.8% | · | · | 3.4% | -0.3%
CCc1cc(C(=O)OC)c(NC(=O)CSc2nccn2C)s1 | · | 0.1% | 16.1 | -4.3% | -0.4% | -1.6% | -1.0% | · | -4.9% | · | -0.1%
CC(C)(C)n1nc2c(c1NC(=O)c1ccc(C(F)(F)F)cc1)CS(=O)(=O)C2 | · | 0.0% | -7.9 | 8.5% | 5.0% | -11.9% | -1.2% | · | -2.4% | 1.3% | 0.0%

Screens deposited in PubChem by National Center for Advancing Translational Sciences (NCATS).

The list is partial; count on the stated rates, not on these rows.
